Assay outcomes: PubChem BioAssay, NCI
All columns: NCI-60 one-dose screen, growth in % after 48 h at 10 µM unless noted; 100 = growth as untreated, 0 = no growth, -100 = all killed.
SK-MEL-28: SK-MEL-28 melanoma; 81,000 tested, 4.1% active
EKVX: EKVX NSCLC. AID 1794765. 71,000 tested, 3% active
A549/ATCC: A549/ATCC NSCLC | 81,000 tested, 3.7% active | AID 1794740
SK-MEL-5: SK-MEL-5 melanoma; AID 1794755; 80,000 tested, 6.4% active
HOP-92: HOP-92 NSCLC cells. 71,000 tested, 6.3% active
HOP-62: HOP-62 NSCLC. 80,000 tested, 3.9% active. AID 1794735
M14: M14 melanoma; 80,000 tested, 6.2% active
SK-MEL-2: SK-MEL-2 melanoma; AID 1794763; 77,000 tested, 4.7% active
Numbers without * were called inactive; · = no result given; & = joins results of further samples; ! = not confirmed by another sample. How the source made its calls: active means growth percent below 10; inactive means the rest. A portion of the library (hit frequency here may not be typical).

1) CCOP(=O)(OCC)OCc1ccc(C)c(C)c1
2) CCOP(=S)(OCC)Oc1cc(C)nc(C(C)C)n1
3) C[C@]12C[C@H](c3ccoc3)OC(=O)[C@H]1CC[C@@]1(C)[C@@H]2[C@H]2C=C[C@]1(O)C(=O)O2
4) O=C(O)C(Br)C1CCCCC1 (configuration not stated)
5) CC1([N+](=O)[O-])COP(=O)(Nc2cccc(F)c2)OC1 (configuration not stated)
6) CC[N+]1(CC)CCC(OC(=O)C(O)(c2ccccc2)c2ccccc2)C1 (configuration not stated)
7) CCC(C)C(=O)O[C@H]1[C@H](O)C2C(CN3CC(C)CCC3[C@@]2(C)O)C2C[C@]34O[C@]5(O)C(OC(=O)C(C)(O)CC)CC[C@@]3(C)C5C(OC(C)=O)[C@@H](OC(C)=O)C4[C@@]21O (some centres not stated)
8) CC(c1c[nH]c2ccccc12)N1CCCCC1 (configuration not stated)

assay / compound	1	2	3	4	5	6	7	8
SK-MEL-28	100.6	106.1&107.0	108.9	108.3	90.2	113.8	100.7	107.5
EKVX	90.2	104.2&85.8	95.4	100.1	95.6	90.8	94.4	142.0
A549/ATCC	80.1	94.3&93.5	84.5	108.3	99.3	95.3	106.2	106.7
SK-MEL-5	105.5	102.2	105.6	102.4	·	102.4	92.0	98.8
HOP-92	94.2	78.7&93.9	81.3	92.9	93.2	80.2	86.6	119.8
HOP-62	68.4	108.9&105.4	104.0	93.1	·	86.3	104.4	95.5
M14	95.1	111.8&107.4	87.6	99.4	101.4	97.3	94.5	96.1
SK-MEL-2	94.5	104.8	94.9	107.1	101.8	81.2	126.4	110.2

9) CC1(O)c2cccc(O)c2C(O)=C2C(=O)C3(O)C(O)=C(C(N)=O)C(=O)CC3CC21 (configuration not stated)
10) O=[N+]([O-])c1c(Cl)sc(Cl)c1[N+](=O)[O-]
11) OCCSCSCCO
12) CN1C(=O)C[N+]([O-])=C(c2ccccc2)c2cc(Cl)ccc21
13) CNC(C)C(O)c1ccc(O)cc1 (configuration not stated)
14) CCOP(=S)(OCC)O[C@H]1CC[C@@]2(C)C(=CC=C3[C@@H]4CC[C@H]([C@H](C)/C=C/[C@H](C)C(C)C)[C@@]4(C)CC[C@@H]32)C1
15) COc1ccccc1[As]=[As]c1ccccc1OC (configuration not stated)
16) O=C(CCCc1ccc(N(CCCl)CCCl)cc1)OCc1ccccc1

assay / compound	9	10	11	12	13	14	15	16
SK-MEL-28	94.7	106.5	107.0	115.1	109.4&115.4	109.7	-83.0*	101.1
EKVX	·	101.0	·	104.3	111.9&117.3	104.0	-67.7*	101.4
A549/ATCC	91.5	77.4	104.3	100.9	99.0&104.4	98.6	-88.1*	78.9
SK-MEL-5	83.9	99.3	99.1	105.3	105.9&97.3	94.0	-99.3*	93.7
HOP-92	83.8	100.7	92.6	90.4	79.1&67.2	83.9	-85.1*	102.9
HOP-62	83.6	100.1	106.3	102.1	101.2&106.9	·	-94.8*	84.2
M14	96.6	94.0	112.7	99.3	105.6&101.1	96.4	-81.4*	95.1
SK-MEL-2	80.5	89.9	·	103.6	109.3&102.2	97.3	-86.9*	111.0

Quoted from the listing:
For EKVX, #16 reads 101.4
For HOP-92, #11 reads 92.6

2 compounds picked at random from those above, as already listed:
2) CCOP(=S)(OCC)Oc1cc(C)nc(C(C)C)n1
1) CCOP(=O)(OCC)OCc1ccc(C)c(C)c1

assay / compound	2	1
SK-MEL-28	106.1&107.0	100.6
EKVX	104.2&85.8	90.2
A549/ATCC	94.3&93.5	80.1
SK-MEL-5	102.2	105.5
HOP-92	78.7&93.9	94.2
HOP-62	108.9&105.4	68.4
M14	111.8&107.4	95.1
SK-MEL-2	104.8	94.5

Additional records follow:
17) O=C(/C=C/c1sc(N(CCCl)CCCl)nc1Cl)c1ccc2c(c1)OCO2
18) CC1(C)C(C=C(Cl)Cl)C1C(=O)OC(C#N)c1cccc(Oc2ccccc2)c1 (configuration not stated)
19) O=C([O][Hg][CH2]C1OCCOC1[CH2][Hg][O]C(=O)c1ccccc1)c1ccccc1 (configuration not stated)
20) O=C1CC(c2cc3ccccc3[nH]c2=O)Nc2ccccc21 (configuration not stated)
21) N#CC(C#N)=Cc1ccc(Cl)c(Cl)c1
22) Cc1ccc(-n2c(Sc3nnc(N)s3)nc3ccc(C)cc3c2=O)cc1
23) COc1cc2c(cc1OC)CN(C)C(C)C2 (configuration not stated)
24) O=C(O)c1ccccc1C(=O)OO

assay / compound	17	18	19	20	21	22	23	24
SK-MEL-28	112.0	93.8	-96.7*	109.5	101.5	109.0	106.3	111.9
EKVX	87.0	51.1	122.7	107.9	·	·	108.6	107.2
A549/ATCC	97.9	75.8	101.4	95.5	100.6	97.7	93.6	107.5
SK-MEL-5	105.6	78.5	93.1	102.8	101.3	91.1	101.1	100.0
HOP-92	·	82.5	-88.3*	107.9	101.8	78.9	·	71.6
HOP-62	87.7	91.7	98.6	100.4	·	94.0	92.0	107.5
M14	95.2	65.9	73.3	101.2	102.2	102.9	100.3	100.1
SK-MEL-2	93.9	73.6	95.4	98.3	106.0	117.9	100.3	92.6

25) C[C@]12COC(=O)C[C@@H]1CC[C@@H]1[C@@H]2CC[C@]2(C)[C@@H](O)CC[C@@H]12
26) O=C1CN(O)C(c2ccccc2)=c2cc(Cl)ccc2=N1
27) COC(=O)[C@@H](C)C[C@H](Cc1ccccc1)NC(=O)c1csc([C@@H](C[C@H](C(C)C)N(C)C(=O)[C@H](C)NC(=O)[C@H]2CCCN2C)OC(C)=O)n1
28) ClCc1ccc2ccccc2n1
29) N[C@@H]1C[C@H]1c1ccccc1
30) c1ccc2c(c1)OCC(C1=NCCN1)O2 (configuration not stated)
31) NCCc1ccc(O)cc1
32) CC1([N+](=O)[O-])COP(=O)(NC2CC2)OC1 (configuration not stated)

assay / compound	25	26	27	28	29	30	31	32
SK-MEL-28	107.9	108.3&103.8	70.1	110.2	104.1	108.4	119.5	107.7
EKVX	90.5	113.2&99.6	69.8	93.2	92.3	125.4	95.0	100.8
A549/ATCC	96.3	107.2&105.9	83.0	101.9	103.8	108.7	101.9	107.4
SK-MEL-5	106.4	94.1&102.3	22.3	91.0	99.6	102.1	98.4	117.3
HOP-92	118.0	85.5&91.5	37.6	79.8	80.3	108.5	·	94.0
HOP-62	111.3	94.7&104.0	63.6	59.4	95.8	·	92.0	114.0
M14	117.0	111.6&102.1	37.5	84.7	94.6	·	92.5	114.4
SK-MEL-2	94.0	91.0&104.1	43.8	99.4	118.9	·	108.9	114.4

33) O=[N+]([O-])c1cc([N+](=O)[O-])c(Br)cc1F
34) O=C(CCCN1CCC(n2c(=O)[nH]c3ccccc32)CC1)c1ccc(F)cc1
35) C/C(=C\c1ccn(-c2ccc(N)c(C(F)(F)F)c2)n1)[C@@H]1C[C@@H]2O[C@]2(C)CCC[C@H](C)[C@H](O)[C@@H](C)C(=O)C(C)(C)[C@@H](O)CC(=O)O1
36) CC(=O)OCC1OC([S-])C(OC(C)=O)C(OC(C)=O)C1OC(C)=O.[Au+].c1ccc(CN2[CH-]N(Cc3ccccc3)C(c3ccccc3)=C2c2ccccc2)cc1
37) COC(=O)C1=C(Nc2ccccc2)C(=O)OC12C(=O)Nc1ccccc12 (configuration not stated)
38) CCOP(=S)(OCC)Oc1ccc([N+](=O)[O-])cc1
39) CCCCOC(=O)c1ccccc1C(=O)OCCCC
40) O=[N+]([O-])CC(OCCCc1ccccc1)C(Cl)(Cl)Cl (configuration not stated)

assay / compound	33	34	35	36	37	38	39	40
SK-MEL-28	·	118.9	55.8	20.2	98.3	·	109.2	108.9
EKVX	103.4	109.2	39.7	-13.6*	95.3	107.1	103.5	100.0
A549/ATCC	99.7	117.8	31.1	59.2	109.6	94.7	85.0	96.2
SK-MEL-5	101.0	92.7	21.5	16.8	100.5	108.6	·	107.2
HOP-92	91.8	81.6	52.4	-9.5*	90.4	52.0	91.9	94.7
HOP-62	100.8	102.8	41.0	45.1	93.2	93.6	96.1	103.6
M14	108.6	98.2	21.7	-12.0*	96.1	126.4	101.6	108.7
SK-MEL-2	112.2	95.4	45.1	-30.8*	91.6	101.5	109.7	97.7

41) CCN(CC)CCOC(=O)C(OCCC(C)C)(c1ccccc1)c1ccccc1
42) C=C1[C@@H](C)[C@H]2[C@H](Cc3ccccc3)NC(=O)[C@]23[C@@H](O)/C=C/[C@@](C)(O)C(=O)[C@@H](C)C/C=C/[C@H]3[C@@H]1O
43) CC[C@H](C)[C@H](NC(=O)CN(C)C)C(=O)N(C)[C@H](C[C@@H](OC(C)=O)c1nc(C(=O)NC23CC(C(=O)OC)(C2)C3)cs1)C(C)C
44) COc1ccc(/C=C/C(=O)c2nc3ccccc3n2Cc2ccc(F)cc2)cc1
45) CC(=O)C1(C)CCOC1=O (configuration not stated)
46) O=P(Oc1ccc(-c2ccccc2)cc1)(N1CC1)N1CC1
47) COc1cc(C)c(-c2ccc(OC)c(=O)cc2C)c(OC)c1OC
48) N#CC(NC(=O)CCl)=C(Cl)Cl

assay / compound	41	42	43	44	45	46	47	48
SK-MEL-28	102.2	67.1	66.4	79.0	108.3	101.7	103.3&47.9	-39.9*
EKVX	81.4	57.2	32.8	67.6	·	104.1	97.1&36.6	-45.3*
A549/ATCC	82.5	37.7	19.3	68.1	106.2	·	98.4&17.6	66.8
SK-MEL-5	79.9	77.6	12.6	76.0	100.6	88.5	99.7&21.7	25.4
HOP-92	65.1	-9.4*	57.2	60.3	96.4	83.7	85.5&39.6	-71.5*
HOP-62	87.4	5.9*	20.1	61.2	104.2	·	98.7&31.5	73.2
M14	87.6	68.8	-8.5*	82.5	101.2	105.2	4.6*!	-91.1*
SK-MEL-2	99.2	65.1	37.5	88.7	88.5	112.6	0.2*!	51.5

49) CCC1(C(C)C)C(=O)NC(=S)NC1=O
50) CNc1nn[nH]n1
51) O=c1c([N+](=O)[O-])cn(O)cc1[N+](=O)[O-]
52) NNC(N)=S
53) C=CC1=C[C@@H]2[C@@H]3O[C@]4(CC[C@H](O4)[C@@H](C)C[C@@H](O)C3=O)C[C@H](O)C3=NCC[C@@]32CC1
54) O=[N+]([O-])c1ccc(/C=C/C=C/c2ccc(Cl)cc2S(=O)(=O)F)c(Cl)c1
55) O=C1NC(=O)C(=Cc2c(Cl)cccc2Cl)C(=O)N1
56) COc1ccc(/C=C\c2cc(OC)c(OC)c(OC)c2)cc1OCC(=O)Nc1nc2ccc(C(F)(F)F)cc2s1

assay / compound	49	50	51	52	53	54	55	56
SK-MEL-28	108.8	106.2	114.3	108.3	-59.8*	102.0	104.6&96.8	32.9
EKVX	·	114.9	107.1	·	-29.1*	·	100.1	77.3
A549/ATCC	95.7	103.0	103.1	97.3	-3.3*	97.3	98.6&90.1	27.1
SK-MEL-5	98.8	107.9	100.0	97.9	-90.2*	100.2	100.0&101.4	16.8
HOP-92	91.5	·	109.7	99.3	-22.3*	·	98.9&96.4	46.6
HOP-62	102.1	108.9	·	101.7	-20.3*	99.6	102.1&96.0	45.4
M14	106.5	112.9	103.1	101.4	-79.0*	103.3	99.4&113.8	22.3
SK-MEL-2	116.5	106.7	100.8	97.1	-45.1*	101.0	90.7	-2.8*

57) c1cnc2[nH]cc(-c3csc(-c4cn(CCN5CCOCC5)c5ccccc45)n3)c2c1
58) CCOC(=O)c1ccccc1N
59) Oc1ccc(Cl)cc1Cl
60) COc1cc(/C=C\c2cc(OC)c(OC)c(OC)c2)cc(N/C=C\C(=O)c2cn(C)c3ccccc23)c1OC
61) Nc1ccc(CCNS(=O)(=O)c2ccc(S(=O)(=O)F)cc2)cc1
62) Oc1ccc2c3c1O[C@H]1c4[nH]c5ccccc5c4C[C@@]4(O)C(C2)N(CC2CC2)CC[C@]314
63) CCCCCN(CCCCC)CC(O)c1ccc(C)c(Cl)c1 (configuration not stated)
64) CC(C)c1cc(Cl)cc(C(C)C)c1OCCCN(C)C

assay / compound	57	58	59	60	61	62	63	64
SK-MEL-28	100.0	132.4	113.5	77.5	107.9	104.9	96.6	88.3
EKVX	45.6	88.9	114.2	·	·	·	95.2	85.2
A549/ATCC	73.2	97.0	100.7	86.7	94.9	90.0	92.7	92.5
SK-MEL-5	47.1	108.8	109.4	77.5	97.3	96.4	103.2	89.6
HOP-92	27.0	100.1	88.7	59.8	106.6	82.9	·	82.8
HOP-62	58.2	95.7	101.4	70.5	87.1	95.9	90.1	86.7
M14	71.0	108.1	102.3	67.8	107.9	98.6	96.0	95.3
SK-MEL-2	84.9	96.2	118.4	67.9	130.2	90.1	101.3	98.8

65) COc1ccc(OC)c(/C=C/[N+](=O)[O-])c1
66) COc1cccc(C(Cc2ccccc2)NCCO)c1OC (configuration not stated)
67) CCN1C(=O)CC(=O)N(CC)C1=S
68) CCC(c1ccc(OC(=O)Cc2ccc(N(CCCl)CCCl)cc2)cc1)C(CC)c1ccc(OC(=O)Cc2ccc(N(CCCl)CCCl)cc2)cc1 (configuration not stated)
69) CCOc1cc(CN(CCCl)CCCl)cc(OCC)c1OCC
70) CCC(=O)C1(c2ccccc2)CCNCC1
71) CNC(=O)Oc1ccc(C)cc1OC

assay / compound	65	66	67	68	69	70	71
SK-MEL-28	-20.0*	101.7	104.8	97.2	107.9	123.1	109.3
EKVX	67.7	103.3	107.8	·	·	·	102.3
A549/ATCC	28.1	93.5	108.8	97.4	105.4	103.7	90.9
SK-MEL-5	-16.2*	101.8	96.8	95.3	98.4	111.0	94.1
HOP-92	-18.0*	89.3	92.1	93.2	78.9	88.2	101.3
HOP-62	10.5	77.2	171.8	104.6	105.7	103.9	99.3
M14	-11.5*	89.8	105.2	99.4	97.7	96.0	103.7
SK-MEL-2	1.5*	66.0	97.0	101.0	85.4	101.3	102.2
